From PubChem
D2 antagonist – D2 dopamine receptor (human) antagonism. P14416. HEK293 TREx D2 cells, calcium flux, dopamine EC80. inhibition, % at 10 µM. 2% of 340,000 active. AID 485344; in the data active means inhibition above about 30%; further: 0% is about no effect
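Measurement of antagonist activity uses fluorescent calcium dye in inducible HEK293 T-REx D2 cells: 10 s baseline, compound addition with 180 s read, EC80 dopamine addition with a further 180 s read.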
D1 agonist – activates the human D1 dopamine receptor; HEK293 T-REx D1 cells, calcium flux, agonist mode; activation, % at 2 µM; 1% of 360,000 active; AID 504660; further: 0% is about no effect
Target sequence (P21728 whole entry, looked up): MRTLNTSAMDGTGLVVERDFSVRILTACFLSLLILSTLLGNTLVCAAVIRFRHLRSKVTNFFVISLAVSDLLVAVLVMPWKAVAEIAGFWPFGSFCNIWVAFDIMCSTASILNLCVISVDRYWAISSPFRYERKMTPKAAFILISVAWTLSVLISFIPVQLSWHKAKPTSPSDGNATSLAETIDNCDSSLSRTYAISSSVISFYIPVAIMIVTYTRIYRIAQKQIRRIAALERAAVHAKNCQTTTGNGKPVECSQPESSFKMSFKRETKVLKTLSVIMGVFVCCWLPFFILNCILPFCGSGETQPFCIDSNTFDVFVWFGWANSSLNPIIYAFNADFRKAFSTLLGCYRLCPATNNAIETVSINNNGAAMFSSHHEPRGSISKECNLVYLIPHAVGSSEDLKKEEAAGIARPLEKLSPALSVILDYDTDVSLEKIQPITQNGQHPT
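Inducible HEK293 T-REx D1 cells, force-coupled to calcium signalling, were plated at 4000 cells/well with tetracycline and held overnight at 30 C. After no-wash calcium dye loading, compound-evoked calcium rise over 180 s flagged agonists.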
TRHR PAM – TRH receptor (human) allosteric enhancement; AID 493056; 0.66% of 360,000 active; enhancement, % at 2 µM; TRHR cells, fluo-8 calcium fluorescence, EC20 TRH enhancement; in the data active means enhancement above about 30%; further: 0% is about no effect
Target sequence (P34981 whole entry, looked up): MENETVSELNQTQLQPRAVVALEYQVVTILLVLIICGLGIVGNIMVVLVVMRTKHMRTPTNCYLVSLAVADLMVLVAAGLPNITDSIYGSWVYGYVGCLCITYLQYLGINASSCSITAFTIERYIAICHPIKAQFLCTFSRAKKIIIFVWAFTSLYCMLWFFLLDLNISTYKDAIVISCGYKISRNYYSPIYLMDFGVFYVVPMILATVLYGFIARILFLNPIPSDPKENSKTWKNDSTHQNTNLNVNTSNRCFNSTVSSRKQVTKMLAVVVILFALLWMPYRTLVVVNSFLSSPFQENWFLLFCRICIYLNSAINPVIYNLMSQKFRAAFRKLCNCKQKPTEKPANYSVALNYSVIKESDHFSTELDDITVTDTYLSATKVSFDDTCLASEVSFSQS
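TRHR-expressing cells loaded with fluo-8 calcium dye were read kinetically (ex 480/em 530) during compound addition, then stimulated with an EC20 of TRH (10 nM final). Enhancement of the Gq-mediated intracellular calcium response was scored.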
RXFP1 antag – RXFP1 (human) relaxin receptor antagonism; HEK293-RXFP1, relaxin-stimulated cAMP HTRF, 30 min; stronger effect = lower value; activity change, negative = inhibition, % at 57.5 µM; 0.59% of 350,000 active; AID 1259400;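 active means activity change of -60% or lower, but not beyond a set lower limit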; further: on the % scale 0 is the no-effect control and ±100 the full control effect
TRHR agonist – activates the human TRH receptor; TRHR cells, calcium flux fluo-8, FDSS agonist mode; activation, % at 2 µM; 0.18% of 360,000 active; AID 493084; further: 0% is about no effect
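In this calcium-flux screen, cells bearing human TRHR are dye-loaded with fluo-8, baselined for 10 cycles, then exposed to library compounds; positive kinetic calcium responses during the agonist phase mark hits, with TRH as control.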
D1 PAM – potentiators of human D1 dopamine receptor | P21728 | potentiation, % at 10 µM | HEK293 TREx D1 cells, calcium flux, dopamine EC20 potentiation | 0.036% of 360,000 active | AID 504651; in the data active means potentiation above about 30%; further: 0% is about no effect
D2 potentiator – D2 dopamine receptor (human) potentiation; 0.34% of 340,000 active; HEK293 T-REx D2, calcium flux, EC20 dopamine potentiation; potentiation, % at 10 µM; AID 485347; P14416;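 active means potentiation over 3 SD above the plate norm, cut at about 30% in these data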; further: 0% is about no effect
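Tetracycline-induced Hek293 Trex D2 cells, force-coupled to calcium, loaded with no-wash calcium dye. Compound added with 180 s kinetic read for agonism, then EC20 dopamine and a further 180 s read for potentiation.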
D1 antag – antagonists of human D1 dopamine receptor; AID 504652; 3.2% of 360,000 active; HEK293 TREx D1 cells, calcium flux, dopamine EC80; stronger effect = lower value; P21728; activity change, negative = inhibition, % at 10 µM; in the data active means activity change below about -30%; further: on the % scale 0 is the no-effect control and ±100 the full control effect
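Allosteric or orthosteric antagonism assessed as attenuation of the calcium response to EC80 dopamine, added 180 s after compound, in induced HEK293 Trex D1 cells loaded with no-wash calcium dye.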
D2 ag – activates the human D2 dopamine receptor; activation, % at 2 µM; AID 485358; P14416; HEK293 T-REx D2 cells, calcium flux agonist mode; 0.53% of 340,000 active;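 active means activation over 3 SD above normal in the single-dose calcium agonist read, cut at about 30% in these data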; further: 0% is about no effect
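Agonism scored from kinetic calcium signal (1 read/sec, 180 s) following compound pin transfer, after a 10 s baseline. Cells: HEK293 Trex line expressing inducible D2 receptor coupled to calcium, dye-loaded after overnight culture at 30 C.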
Numbers without * were called inactive; · = no result given. Unless noted, no stated cut-off is given here; in the data, active means activation above about 30%; inactive means the rest.

#1 COc1ccc(NC(=O)CN(C)C(=O)Cc2ccc(S(=O)(=O)N3CCOCC3)s2)cc1
#2 CC(=O)NCCc1ccc(S(=O)(=O)Nc2cccnc2)cc1
#3 O=C(CN(C(=O)CSc1nc2ccccc2o1)c1ccccc1F)NC1CCCCC1
#4 Cc1cccc(-c2nc(CS(=O)CC(=O)NCCCSC3CCCCC3)c(C)o2)c1 (stereo unspecified)
#5 CC(=O)c1cccc(NC(=O)CN2C(=O)c3ccccc3C2=O)c1
#6 O=C(NCC1CCCO1)C1CCN(S(=O)(=O)c2cccc3nonc23)CC1 (stereo unspecified)
#7 Cc1nn(C)c(Cl)c1NC(=O)OCc1ccc(F)cc1
#8 C=CCNC(=O)CN1CCN(C(c2ccccc2)c2ccccc2)CC1
Assay by compound	1	2	3	4	5	6	7	8
D2 antagonist	13	-10	-9	-7	-8	-23	-6	4
D1 agonist	3	2	3	4	3	4	27	2
TRHR PAM	-5	-8	-1	8	-8	-5	8	4
RXFP1 antag	-9	-12	-4	-10	11	-5	-8	-7
TRHR agonist	1.8	-0.6	0.2	-0.8	0.0	0.2	-1.0	-0.1
D1 PAM	4	-10	-1	-4	-1	11	-10	-2
D2 potentiator	7	-2	4	7	8	-8	17	-5
D1 antag	-4	7	0	-11	-28	2	-61*	-2
D2 ag	0.6	0.3	-0.2	-1.0	-0.4	0.1	0.0	0.0

3 neighbouring records out of the list so far, for reference:
#1 COc1ccc(NC(=O)CN(C)C(=O)Cc2ccc(S(=O)(=O)N3CCOCC3)s2)cc1
#2 CC(=O)NCCc1ccc(S(=O)(=O)Nc2cccnc2)cc1
#3 O=C(CN(C(=O)CSc1nc2ccccc2o1)c1ccccc1F)NC1CCCCC1
Assay by compound	1	2	3
D2 antagonist	13	-10	-9
D1 agonist	3	2	3
TRHR PAM	-5	-8	-1
RXFP1 antag	-9	-12	-4
TRHR agonist	1.8	-0.6	0.2
D1 PAM	4	-10	-1
D2 potentiator	7	-2	4
D1 antag	-4	7	0
D2 ag	0.6	0.3	-0.2

Additional compounds.
#9 CC(=O)Nc1ccccc1-c1nc2ccccc2nc1OCC(=O)c1ccc2ccccc2c1
#10 COc1c(C)cc(Br)cc1C(=O)Nc1cccc(-c2nc3ncccc3o2)c1
#11 Cc1ccc(/C(N)=N/OC(=O)CSc2ccccc2)cc1
#12 Cc1cccc(C(c2c(C)nn(-c3ccccc3)c2N)c2c(C)nn(-c3ccccc3)c2N)c1
#13 Cc1ccc(NC(=O)C2=NNC(=O)CC2)cc1F
#14 Cc1nn(C)cc1NC(=O)c1cc2nc(-c3ccco3)cc(C(F)(F)F)n2n1
#15 O=C(CN1CCOCC1)N/N=C/c1ccccc1
#16 O=S(=O)(NCCN1CCOCC1)c1ccc(Oc2ccccc2Cl)cc1
Assay by compound	9	10	11	12	13	14	15	16
D2 antagonist	13	-1	2	-3	-10	-11	19	-12
D1 agonist	5	0	6	11	3	-1	0	7
TRHR PAM	3	2	-7	-8	3	-9	10	9
RXFP1 antag	-17	·	-12	0	7	-20	-17	-21
TRHR agonist	0.6	-0.1	1.0	2.6	0.4	1.2	0.7	-0.6
D1 PAM	-3	-4	3	-3	5	-1	-1	-6
D2 potentiator	-1	6	-4	-7	0	-2	-8	4
D1 antag	-4	-2	5	6	4	11	2	-7
D2 ag	-0.8	-0.6	-0.7	12	0.3	0.5	1.4	1.3

#17 CCCN1CCN(CC2=C(C(=O)OCC)C(c3ccc(OC(C)C)cc3)NC(=O)N2)CC1 (stereo unspecified)
#18 CCCCc1nc2n[nH]c(N)c2c2c1CSC(C)(C)C2
#19 Cc1ccc(N2CC(=O)N(CC(=O)O)C2=O)cc1
#20 O=C(NC1CC(=O)N(c2cccc(F)c2)C1)c1cc2ccccc2o1 (stereo unspecified)
#21 Cn1nc(-c2ccc(Cl)cc2)c2cc(C(=O)NCCCN3CCCC3)sc21
#22 CN(C)S(=O)(=O)Nc1cccc(-c2cn3c(n2)SCC3)c1
#23 Cn1c(=O)n(-c2cccc(Cl)c2)c(=O)n1C
#24 COc1ccc(COc2cccnc2N)cc1
Assay by compound	17	18	19	20	21	22	23	24
D2 antagonist	·	8	-7	·	33*	-18	-3	26
D1 agonist	-2	1	0	0	2	0	0	11
TRHR PAM	2	4	-18	2	-3	-1	4	-1
RXFP1 antag	·	-8	5	-4	·	-1	0	4
TRHR agonist	0.7	-0.2	-1.0	0.1	0.5	0.5	0.1	2.2
D1 PAM	0	6	5	-2	-4	-2	0	-1
D2 potentiator	-5	8	7	8	-26	-9	10	0
D1 antag	-7	·	33	·	-23	1	7	1
D2 ag	-0.5	-0.6	-1.7	0.8	0.2	0.1	-0.8	0.4

#25 COc1ccc(C(=O)Nc2nc(-c3cccs3)c(NC(C)=O)s2)cc1
#26 Cc1cccc(N2CCN(C(=O)Cn3nc(C)c4sc5ccccc5c4c3=O)CC2)c1C
#27 Cc1cccc(OCCN2C(=O)C(=O)c3cc(C)ccc32)c1
#28 Cc1ccc(S(=O)(=O)Nc2cccc(-n3cnnn3)c2)cc1C(=O)O
#29 CC(C)(C)OC(=O)N1CCC[C@H]1C(=O)Nc1ccc(C#N)cc1
#30 Cc1cc(C)n2ncc(/C(N)=N/OC(=O)c3ccccc3F)c2n1
#31 CC(C)CCn1c(CN2CCN(Cc3ccccc3)CC2)nc2c1c(=O)n(C)c(=O)n2C
#32 CN(Cc1ccccc1)C(=O)CCNC(=O)Cn1cnc2ccccc2c1=O
Assay by compound	25	26	27	28	29	30	31	32
D2 antagonist	6	·	-7	-10	63*	11	4	10
D1 agonist	-2	4	3	0	0	4	1	1
TRHR PAM	0	-4	-16	10	-22	6	1	4
RXFP1 antag	-21	-32	-7	10	-8	-1	-5	7
TRHR agonist	-0.8	0.3	-1.0	0.6	-1.1	1.1	-0.3	0.6
D1 PAM	-5	4	4	-2	-7	1	0	2
D2 potentiator	30	1	0	-5	-7	15	-10	3
D1 antag	-1	-4	3	-2	-25	2	7	-10
D2 ag	-0.1	0.3	0.0	0.4	0.3	1.2	0.7	0.5

#33 O=C(Nc1ccccc1)N1N=CCC1c1ccccc1 (stereo unspecified)
#34 CCOCCCNC(=O)C(NC(=O)c1cnccn1)c1ccc(C)cc1 (stereo unspecified)
#35 COc1ccc(N2C(=O)CC(Sc3nc4ccccc4s3)C2=O)cc1 (stereo unspecified)
#36 CCc1nc2ccccc2n1CC(O)COCC1CC=CCC1 (stereo unspecified)
#37 C/C(CCN1CCCCc2nc(C)c(C)cc21)=N\O[C@@H](C)CN1CCCCc2nc(C)c(C)cc21
#38 CSc1ncc(Cl)c(C(=O)Nc2cc(C(F)(F)F)ccc2Cl)n1
#39 COc1cccc(-c2cc(C(=O)N3CCCc4ccccc43)no2)c1
#40 COC(=O)c1cc(=O)n(CCc2ccc(OC)cc2)c(=Nc2ccc(F)c(Cl)c2)s1
Assay by compound	33	34	35	36	37	38	39	40
D2 antagonist	0	-17	-9	-8	1	·	11	10
D1 agonist	0	0	-3	5	1	-2	5	7
TRHR PAM	9	4	0	-2	12	-8	-3	3
RXFP1 antag	-6	2	-27	0	·	·	-19	6
TRHR agonist	-0.1	-0.4	0.5	-0.4	0.6	-0.3	-0.4	-0.5
D1 PAM	-5	-4	0	-7	-1	0	-2	-8
D2 potentiator	10	2	7	6	0	5	6	7
D1 antag	·	1	12	-1	1	6	-2	-60*
D2 ag	0.6	-0.2	-0.6	0.3	3.1	·	-0.2	-0.1

Grouped by structure: the compounds so far with a CF3 group.
#14 Cc1nn(C)cc1NC(=O)c1cc2nc(-c3ccco3)cc(C(F)(F)F)n2n1
#38 CSc1ncc(Cl)c(C(=O)Nc2cc(C(F)(F)F)ccc2Cl)n1
Assay by compound	14	38
D2 antagonist	-11	·
D1 agonist	-1	-2
TRHR PAM	-9	-8
RXFP1 antag	-20	·
TRHR agonist	1.2	-0.3
D1 PAM	-1	0
D2 potentiator	-2	5
D1 antag	11	6
D2 ag	0.5	·

Remaining list, next part:
#41 CNC(=O)c1ccsc1NC(=O)CCS(=O)(=O)c1ccc(C)cc1
#42 Clc1ccc(-c2nn3c(-c4ccccc4)nnc3s2)cc1
#43 O=C(NCC(c1cccs1)N1CCOCC1)c1cc([N+](=O)[O-])ccc1Cl (stereo unspecified)
#44 COC(=O)c1[nH]c2ccc(C)cc2c1NC(=O)CCN1CCN(Cc2ccc3c(c2)OCO3)CC1
#45 O=C1CCCCC1
#46 CCOc1ccc(NC(=O)c2ccc3c(c2)CCN3S(=O)(=O)c2ccc(Cl)cc2)cc1
#47 Nc1cc(=O)[nH]c(SCC(=O)Nc2cc(Cl)cc(Cl)c2)n1
#48 NC(N)=NCCCC(NC(=O)c1ccccc1)C(=O)Nc1ccc([N+](=O)[O-])cc1 (stereo unspecified)
Assay by compound	41	42	43	44	45	46	47	48
D2 antagonist	6	0	2	-16	-4	·	30*	75*
D1 agonist	3	-2	1	-2	-2	-1	1	-2
TRHR PAM	1	3	7	-12	4	-2	6	-4
RXFP1 antag	-4	-13	6	-16	·	-3	1	·
TRHR agonist	-0.6	0.0	0.5	-0.3	0.1	1.1	-0.1	-0.6
D1 PAM	1	-2	-4	-1	-2	7	0	-6
D2 potentiator	-7	9	5	-10	14	-1	-17	-12
D1 antag	5	-15	6	-17	·	0	9	-9
D2 ag	0.2	1.2	0.6	0.4	0.6	0.1	-0.6	-0.8

#49 O=C(N/N=C/c1ccc(Br)o1)c1cccnc1
#50 O=C(NC1CCCc2ccccc21)c1ccc(F)cc1F (stereo unspecified)
#51 O=[N+]([O-])c1ccc2c(c1)C(O)n1nc(-c3ccccc3)nc1S2 (stereo unspecified)
#52 O=C(O)c1ccccc1N1C(=O)C2C3CCC(C3)C2C1=O (stereo unspecified)
#53 CCCSc1ccc([C@@H]2[C@H]3C(=O)N(CC)C(=O)[C@H]3[C@]3(C(=O)OC)CCCN23)cc1OC
#54 O=C1CC(c2ccccc2)n2nc(NS(=O)(=O)c3ccccc3)nc2N1 (stereo unspecified)
#55 Cc1ccc(-c2nc3ccc(Cl)cn3c2Nc2ccc3c(c2)OCCO3)o1
#56 Cn1cnc(S(=O)(=O)NCc2ccc(Br)cc2)c1
#57 Cc1cc(S(=O)(=O)NC2CCCCC2)ccc1OCC(=O)N1CCOCC1
Assay by compound	49	50	51	52	53	54	55	56	57
D2 antagonist	3	1	8	-21	11	8	·	-2	4
D1 agonist	3	4	1	2	0	3	11	2	3
TRHR PAM	1	4	-1	7	2	2	-5	-2	-2
RXFP1 antag	-6	-2	-12	-3	·	6	3	8	-17
TRHR agonist	0.3	-1.3	-0.5	-1.4	0.0	0.7	0.5	0.5	-0.1
D1 PAM	-6	·	-6	4	0	-2	0	-8	-3
D2 potentiator	6	8	7	-3	7	-4	17	13	14
D1 antag	-5	2	2	-4	1	9	-10	0	-21
D2 ag	0.0	0.3	-0.3	0.3	-0.2	-0.1	-0.7	0.7	-0.4

Pulled one by one from the list above:
#21 Cn1nc(-c2ccc(Cl)cc2)c2cc(C(=O)NCCCN3CCCC3)sc21
#37 C/C(CCN1CCCCc2nc(C)c(C)cc21)=N\O[C@@H](C)CN1CCCCc2nc(C)c(C)cc21
Assay by compound	21	37
D2 antagonist	33*	1
D1 agonist	2	1
TRHR PAM	-3	12
RXFP1 antag	·	·
TRHR agonist	0.5	0.6
D1 PAM	-4	-1
D2 potentiator	-26	0
D1 antag	-23	1
D2 ag	0.2	3.1
